Screens: PubChem BioAssay, National Center for Advancing Translational Sciences (NCATS)
IMPase Li cell = qHTS Assay for Identifying the Cell-Membrane Permeable IMPase Inhibitors: Potentiation with Lithium. CHO-M1 cells, IP1 TR-FRET (IP-One), carbachol + lithium. Potency, µM (highest dose often 59.4 µM), without a hit: at the top dose activity, negative = IMPase inhibition, actives largely listed as inhibitors. 0.35% of 210,000 active. AID 1457, 2008;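 further: IP1 builds up when IMPase is blocked and the TR-FRET signal falls; potency means the concentration at half of the fitted maximal effect; plate controls were basal vehicle for no effect and high inhibitor control for full effect; nearly all actives have a fitted effect of over 50% in size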
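Lithium-sensitised IP1 accumulation assay; M1-expressing CHO cells treated 30 min at 37C with compound. Competitive antibody detection by time-resolved FRET followed a 10 min room-temperature lysis step.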
KinaseGlo FLuc = Counterscreen for Luciferase (Kinase-Glo TM) Inhibition. Luciferin 4-monooxygenase (Photuris pensylvanica), Q27757. Kinase-Glo luciferase, ATP luminescence, 8 min. Potency, µM (top dose mostly 38.3 µM), for inactives: top-dose activity change, negative = inhibition, most hits filed as inhibitors. 0.28% of 200,000 active; further: potency means the concentration at half of the fitted maximal effect; on the % scale 0 is the no-effect control and ±100 the full control effect; nearly all actives have a fitted effect of over 60% in size
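Light output from Kinase-Glo luciferase with luciferin and 10 uM ATP in 50 mM imidazole pH 7.2, KCl, MgCl2, Tween 20, BSA; compound pin-delivered, 8-min ambient incubation, then luminescence read.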
HTT aggregate = qHTS Multiplex Assay to Identify Dual Action Probes in a Cell Model of Huntington: Aggregate Formation (GFP). PC12 HttQ103-GFP aggregates, Acumen cytometry, 40 h. Potency, µM (series often up to 46.1 µM), for inactives: top-dose activity change, negative = inhibition, hits mostly inhibitors. 1.1% of 220,000 active; further: potency means the concentration at half of the fitted maximal effect; on the % scale 0 is the no-effect control and ±100 the full control effect; nearly all actives have a fitted effect of over 60% in size
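Aggregate formation scored by laser-scanning cytometer (488 excitation, 500–530 emission) in lysed PC12 cells expressing Q103-GFP after 100 nM tebufenozide induction; library tested in dose series, with ATPLite reagent added in the multiplex.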
SMN2 splice up = qHTS Assay for Enhancers of SMN2 Splice Variant Expression | HEK293 SMN2-luciferase splicing reporter, luminescence, 30-36 h | Potency, µM (highest dose often 46.1 µM), inactives show at the highest dose activity change, positive = activation, hits mostly activators | 2.8% of 210,000 active; further: potency means the concentration at half of the fitted maximal effect; % of control where 0% means no effect; nearly all actives have a fitted effect of over 55% in size
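HEK293 cells carry an SMN2 minigene-luciferase reporter in which exon 7 inclusion puts luciferase in frame. Cells were seeded at 2000 cells/well, attached for 10-12 hours, then exposed to compounds for 30-36 hours at 37C before ONE-Glo luminescence.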
CBFb-RUNX1 inh = qHTS Assay for Compounds Blocking the Interaction Between CBF-beta and RUNX1 for the Treatment of Acute Myeloid Leukemia. AlphaScreen CBFb-His/RUNX1-biotin binding, biochemical. Runt-related transcription factor 1 (Homo sapiens) + Core-binding factor subunit beta …. Potency, µM (series often up to 59.8 µM), for the others: at the top dose activity, negative = inhibition, usual class: inhibitors. 230,000 tested, under 10 active; further: % of control where 0% means no effect
Target sequence (Q01196 whole entry, looked up): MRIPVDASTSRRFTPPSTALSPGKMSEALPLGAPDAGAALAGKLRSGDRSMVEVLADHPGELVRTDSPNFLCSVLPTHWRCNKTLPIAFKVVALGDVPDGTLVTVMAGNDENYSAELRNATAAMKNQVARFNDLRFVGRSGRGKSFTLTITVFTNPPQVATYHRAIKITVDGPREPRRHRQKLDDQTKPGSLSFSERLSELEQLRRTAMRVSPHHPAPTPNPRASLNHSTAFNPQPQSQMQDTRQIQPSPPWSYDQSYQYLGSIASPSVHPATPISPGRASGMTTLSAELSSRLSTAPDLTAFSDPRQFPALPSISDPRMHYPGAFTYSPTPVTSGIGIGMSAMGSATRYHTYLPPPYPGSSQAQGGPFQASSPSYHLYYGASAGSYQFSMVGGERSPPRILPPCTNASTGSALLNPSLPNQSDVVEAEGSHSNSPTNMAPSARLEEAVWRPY
Target sequence (Q13951 whole entry, looked up): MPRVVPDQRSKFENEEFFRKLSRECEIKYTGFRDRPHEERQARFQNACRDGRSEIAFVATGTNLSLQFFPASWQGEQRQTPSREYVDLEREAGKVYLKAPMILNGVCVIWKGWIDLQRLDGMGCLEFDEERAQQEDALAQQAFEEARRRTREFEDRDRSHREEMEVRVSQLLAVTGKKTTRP
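Interaction loss through any mechanism counts as activity. Pre-formed complex of His-CBF-beta and biotin-RUNX1 (30 nM apiece) is incubated with compound 15 min, then with 50 ng nickel and 50 ng streptavidin beads for 90 min before AlphaScreen detection.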
Lamin A splicing = qHTS Assay for Modulators of Lamin A Splicing; HeLa LMNA splicing GFP/RFP minigene ratio, 48 h; AID 1487, 2009; 0.01% of 200,000 active; Potency, µM (doses to about 46.1 µM), inactives show top-dose ratio change, negative = inhibition, hits mostly inhibitors; active means well fitted inhibition curve with a large enough effect in the signal ratio, with a control signal flat, not every such curve was filed as active; inconclusive means small, poorly fitted or top-dose-only effect, or effect the other way, or a change in a side signal; the % refers to the signal ratio; further: potency means the concentration at half of the fitted maximal effect; on the % scale 0 is the no-effect control and ±100 the full control effect
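Read-out is the ratio of GFP to DsRed2 object intensity, acquired by 488 nm laser-scanning cytometry on HeLa lamin A-EGFP minigene reporter cells. Compound incubation 48 hrs at 37 °C in Opti-MEM with 2% FBS; DMSO 0.5% final.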
HTT ATP protect = qHTS Multiplex Assay to Identify Dual Action Probes in a Cell Model of Huntington: Cytoprotection (ATP). PC12 HTT-Q103 induced, cytoprotection, ATP luminescence, 40 h. Potency, µM (top dose mostly 56.4 µM), for inactives: cytoprotection (ATP increase), usual class: activators. 0.14% of 230,000 active;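 further: potency means the concentration at half of the fitted maximal effect; % of control where 0% means no effect; nearly all actives have a fitted effect of over 45% in size; toxic huntingtin expression switched on by the ecdysone agonist tebufenozide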
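Huntington model: PC12 line, ecdysone-inducible HTTQ103 exon1–GFP, tebufenozide 100 nM. Test articles in a dose series. Endpoint luminescence from cellular ATP.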
Starred values were filed as active, the others as inactive; ? = inconclusive; nt = not tested or not shown; [ ] = another dose, or the depositor's remark. Unless noted, the call rests on the fitted dose curve; in most records, active means well fitted curve in the direction sought with a large enough effect; inconclusive means small, poorly fitted or top-dose-only effect, or another doubt; inactive means no such curve, though single readings can be large; an effect the other way counts as inactive or inconclusive. No enrichment for hits; 4% or so of the library scored in one or more.

compound	IMPase Li cell	KinaseGlo FLuc	HTT aggregate	SMN2 splice up	CBFb-RUNX1 inh	Lamin A splicing	HTT ATP protect
CCOC(=O)CSc1ncnc2c1sc1nc(N3CCOCC3)c3c(c12)CCCC3	-1%[38.3 µM]	2%	-2%[9.22 µM]	-22%	0%	4%	-12%
O=S(=O)(/N=C(\Nc1ccc(F)cc1)C(F)(F)F)c1ccccc1	-10%[38.3 µM]	2%	18%	0%	-1%	2%	-20%
Cn1cccc1-c1cc(C(=O)N/N=C/c2cccc(O)c2)[nH]n1	-1%	0%	?	15%	-27%	nt	-30%
N#Cc1c(NCCN)nc(-c2ccccc2)c2c1CCCC2	11%[38.3 µM]	-4%	3%	-2%	6%	-18%	-14%
Cc1cccc(CSc2nncc(=O)[nH]2)c1	10%	-1%	2%	11%	7%	-1%	14%[10 µM]
Nc1nnc(SCc2ccccc2F)n1-c1ccccc1	17%[38.3 µM]	3%	-6%	?	4%	-1%	9%[0.074 µM]
COC(=O)c1ccc(C#Cc2ccccc2)o1	nt	nt	19%[9.22 µM]	nt	20%	?	14%[10 µM]
Cc1cc(CNC(=O)CC2C(=O)NCCN2Cc2ccc(-c3ccccc3)cc2)nn1C (stereo not given)	-1%	-3%	-13%[9.22 µM]	-19%	0%	-4%[46 µM]	0%[10 µM]
Cc1ccc(N(CCC(=O)O)S(=O)(=O)c2cccc(C(F)(F)F)c2)cc1	-18%	1%	-16%	-7%	19%	nt	6%
O=C1Nc2ccccc2N(O)N1c1ccc(Cl)cc1	-4%	2%	-16%[9.22 µM]	-7%	0%	10%[46 µM]	-3%[10 µM]
CN(C)c1ccc(NC(=O)CSc2nnc(-c3cccs3)n2Cc2ccco2)cc1	35%[activator][38.3 µM]	-1%	19%	6%	?	5%	7%
COC(=O)C(C)N(C(=O)c1ccc(Cl)cc1)c1c(C)cccc1C (stereo not given)	25%[38.3 µM]	1%	4%[9.22 µM]	-1%	1%	0%	9%
Cc1ccc(S(=O)(=O)N2CCN(C(=O)c3cc4c(C)nn(-c5ccccc5C)c4s3)CC2)cc1	12%[38.3 µM]	-5%	-23%	-30%[inhibitor]	-7%	3%[0.0737 µM]	-22%
COC(=O)c1cccc(Cn2c(Cl)c(/C=N/NC(=O)c3ccccc3Cl)sc2=O)c1	2%[38.3 µM]	-2%	9%	-14%	-5%	?	-18%
CCOc1ccccc1-n1nnnc1SCc1nc2ccccc2s1	26%[38.3 µM]	-2%	-18%	-28%	7%	9%	-50%[inhibitor]
Cc1ccc(-c2cc(O)cc3sc(=O)oc23)cc1C	nt	nt	31%[9.22 µM]	nt	1%	nt	19%[10 µM]
CCOC(=O)c1cccc(-n2c(C)cc(C=O)c2C)c1	4%	3%	11%	-37%[inhibitor]	2%	?	4%[10 µM]
CCCc1nnc(NC(=O)CN2C(=O)c3ccccc3S2(=O)=O)s1	13%[38.3 µM]	0%	11%	-3%	-2%	17%	14%[10 µM]
S=c1[nH]nc(C(c2ccccc2)C2CCCCC2)o1 (stereo not given)	nt	nt	15%[9.22 µM]	nt	5%	nt	18%[10 µM]
CCCCc1ccc(-n2c(Cc3cccs3)n[nH]c2=S)cc1	13%	2%	2%	-4%	-12%	?	-41%
Cc1cccc(-n2c(SCC(=O)Nc3cccc(S(=O)(=O)NC4=NCCCCC4)c3)nc3ccccc3c2=O)c1C	-3%	1%	-14%	13%	-9%	?	nt
COC(=O)c1ccc(CNC(=O)COC(=O)COc2ccc(OC)cc2)cc1	7%	2%	-8%	14%	7%	nt	-9%
CCNC(=O)CN(c1ccc(OC)c(OC)c1)S(=O)(=O)c1ccccc1	32%[38.3 µM]	0%	2%	7%	4%	-3%	10%
COc1ccc(-c2nc(CCl)cs2)cc1	-8%	-10%	-1%	5%	5%	2%[46 µM]	-16%[10 µM]
Cc1ccc(NC(=O)C2(N(C(=O)Cn3nnnc3N)c3ccc(C)cc3)CCCCC2)cc1	14%[38.3 µM]	1%	-7%	10%	0%	-6%	16%
CC1=Nc2ncnn2C(c2ccccc2)/C1=N\O (stereo not given)	2%[38.3 µM]	-4%	-11%	-1%	0%	13%	4%
O=C(C1CCN(C2CCN(Cc3ccc4c(c3)CCO4)CC2)CC1)N1CCOCC1	nt	nt	3%	nt	6%	nt	-15%
CCOC(=O)c1c(N)sc(C(=O)N2CCCCCC2)c1C	nt	nt	-22%	nt	0%	?	-24%
Clc1ccccc1CN(Cc1ccccc1)c1ncnc2nc[nH]c12	35%[38.3 µM]	-2%	17%	-20%	4%	?	4%[10 µM]
CC(Cc1cccs1)NC(=O)NC1CCCCC1 (stereo not given)	5%[38.3 µM]	-1%	4%	?	7%	-5%	-5%
COC(=O)c1c(NC(=O)CC2Nc3cc(C)c(C)cc3NC2=O)sc(C)c1C (stereo not given)	nt	nt	-13%	nt	-2%	-24%	-1%[10 µM]
Nc1nc(CN2CCN(Cc3ccccc3)CC2)nc(Nc2ccc3c(c2)OCCO3)n1	7%[38.3 µM]	-2%	-2%	?	-26%	-3%	-15%
C=CCN(c1ccccc1)S(=O)(=O)c1cccc2cccnc12	nt	nt	-4%[9.22 µM]	nt	7%	nt	27%[10 µM]
O=C(CSc1nnc(-c2ccccc2)n1-c1ccccc1)c1ccc[nH]1	nt	nt	2%	nt	-4%	-14%	6%[10 µM]
COc1ccc(/C=N\N=C2/SC(CC(=O)O)C(=O)N2c2ccc(O)cc2)cc1OC (stereo not given)	-2%	0%	14%	2%	-5%	-3%	14%[10 µM]
CCCOc1ccccc1C(=O)N(Cc1cccs1)C1CCS(=O)(=O)C1 (stereo not given)	7%[38.3 µM]	-6%	15%	-13%	1%	13%	-1%[0.074 µM]
CN1CCN(S(=O)(=O)c2ccc(N3CCN(S(=O)(=O)c4cccs4)CC3)nc2)CC1	8%[38.3 µM]	-3%	10%	-21%	5%	-2%	24%
CC(C)c1ccc(N(C(=O)c2csnn2)C(C(=O)NC(C)(C)C)c2ccncc2)cc1 (stereo not given)	7%[38.3 µM]	0%	17%	-4%	1%	19%	-4%
CN(C)S(=O)(=O)c1cccc2c1C(=O)c1ccccc1C2=O	-3%	-7%	9%	-53%[inhibitor]	-8%	-5%	nt
Cc1ccc(NC(=O)Cc2c(Cl)cccc2Cl)cc1S(=O)(=O)N(C)C	4%	-3%	15%	-15%	-14%	?	-18%[10 µM]
Cc1ccc2cc(C#N)c(N3CCCN(C(=O)C4CCCO4)CC3)nc2c1C (stereo not given)	-2%[38.3 µM]	0%	-12%	-12%	23%	?	-1%[10 µM]
C[N+](C)(C)CCN(Cc1ccc(Cl)cc1)c1ccccn1	20%[38.3 µM]	-6%	?	-10%	-2%	8%	-30%
Cc1ccc(Nc2nc(N)nc(CN3CCN(Cc4ccccc4)CC3)n2)cc1Cl	nt	nt	36%[9.22 µM]	nt	-7%	nt	-9%[10 µM]
C/C(=N\N=C(N)N)c1cccc([N+](=O)[O-])c1	-10%	-3%	3%	3%	-3%	5%	-18%[10 µM]
Cc1cccc(Oc2ncc(-c3ccc(Cl)cc3)cn2)c1C	18%[38.3 µM]	0%	-13%	-25%	29%	-7%	-46%[inhibitor]
Cc1ccc(S(=O)(=O)NCc2c(-c3ccccc3)c3cc(Cl)ccc3[nH]c2=O)cc1	?	-2%	-16%	15%[1.84 µM]	2%	-12%	18%[10 µM]
Cc1cc(C(=O)CN2CCC(C)CC2)c(C)n1-c1ccccc1F	11%	1%	-13%	?	-2%	-2%	6%[10 µM]
COC(=O)NCCOc1cc(C)ccc1C	22%[38.3 µM]	3%	-13%	-6%	12%	2%	19%
Cc1c(C=O)c2ccccn2c1C(=O)c1ccncc1	-17%[38.3 µM]	-3%	?	-21%	-2%	-8%	3%
COC1(OC)N=C(N)C2(C#N)C(c3ccc(C)cc3)C12C#N (stereo not given)	3%[38.3 µM]	5%	3%	0%	-3%	-7%	?
COc1ccc2c(c1)c(C(=O)N/N=C/c1ccc(O)c(O)c1)c(C)n2C	22%	2%	-32%	?	-3%	?	-12%[10 µM]
O=C(CSc1ccsc1[N+](=O)[O-])N1CCN(c2ccc(Cl)cc2)CC1	-1%	2%	9%	-19%	-20%	-2%	-5%[10 µM]
CCOc1ccc(NC(=O)c2ccc(OC)cc2)cc1	2%[38.3 µM]	-5%	13%	13%	3%	1%	-10%
O=C(CCN1C(=O)C2C3C=CC(C3)C2C1=O)Nc1c(F)cccc1F (stereo not given)	-6%[38.3 µM]	-7%	-20%	-11%	2%	3%	-4%
Clc1ccc(OCCN2CCCCC2)cc1Cl	18%	-1%	-1%	2%	0%	?	nt
CCOc1ccc(N2C(=O)CC(Sc3ncccn3)C2=O)cc1 (stereo not given)	29%[38.3 µM]	1%	-1%	?	7%	8%	-8%[0.074 µM]
O=C(N/N=C/c1ccc([N+](=O)[O-])s1)c1ccccc1	0%	-2%	?	-45%[inhibitor]	6%	nt	-93%[inhibitor]
Cc1sc(NC(=O)Cn2nc(C(F)(F)F)cc2C)c(C(=O)OC(C)C)c1C	6%[38.3 µM]	-4%	-7%	-15%	2%	-5%	-7%
Cc1cc(NC(=O)Nc2cccc(C(F)(F)F)c2)no1	0%[38.3 µM]	-1%	-26%	-30%	4%	?	-11%

2 entries picked at random from those above, as already listed:
compound	IMPase Li cell	KinaseGlo FLuc	HTT aggregate	SMN2 splice up	CBFb-RUNX1 inh	Lamin A splicing	HTT ATP protect
Cc1sc(NC(=O)Cn2nc(C(F)(F)F)cc2C)c(C(=O)OC(C)C)c1C	6%[38.3 µM]	-4%	-7%	-15%	2%	-5%	-7%
O=C(CCN1C(=O)C2C3C=CC(C3)C2C1=O)Nc1c(F)cccc1F (stereo not given)	-6%[38.3 µM]	-7%	-20%	-11%	2%	3%	-4%
